Ecoli WT expand = blocks growth of wild type E. coli BW25113 | OD600 absorbance | growth inhibition, % at 100 µM | AID 710 | hit rate 0.15% among 98,000;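 active = growth inhibition above about 50% at one test dose, limit read from the data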;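 also: growth measured after 20 h incubation at 37 °C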
S1P2 ag = S1P2 (human) receptor agonism. activation, % at 4.5 µM. S1P2-expressing cell line, agonist reporter read-out. hit rate 0.46% among 97,000; in the data active = activation above about 16%;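 also: 0% = vehicle low control and 100% = maximal reference agonist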
PLAP act = activates human placental alkaline phosphatase | P05187 | hit rate 1.2% among 96,000 | activation fold at 20 µM | purified PLAP enzyme, luminescent substrate read-out; hits give high values; in the data active = activation fold above about 2
sEH inhibitor = inhibitors of human soluble epoxide hydrolase | P34913 | recombinant human sEH enzymatic activity assay | inhibition, % at 2 µM | hit rate 0.34% among 91,000; in the data active = inhibition above about 80%; also: values of inactives mirror those of a sister screen read the other way; many of its hits are not listed in these tables
PostGolgi yeast = growth inhibition of a yeast mutant, post-Golgi transport screen; post-Golgi transport phenotypic cell assay; inhibition, % at 10 µM; hit rate 0.9% among 98,000; AID 739;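 also: yeast cells grown in 1536-well plates; yeast grown about 18 h at 30C before absorbance read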
CD11b adhes inh = inhibitors of human CD11b/CD18 binding to fibrinogen; P05107+P11215; K562 CD11b/CD18 adhesion to fibrinogen, ATPlite luminescence; Mn2+ added to activate the integrin; inhibition, % at 10 µM; hit rate 0.54% among 93,000;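 active = primary inhibition of 50% or more at 10 µM, then 40% or more on retest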; also: some results filed as inactive read as strong as hits
Target sequence (P05107 whole entry, looked up, other chains not shown): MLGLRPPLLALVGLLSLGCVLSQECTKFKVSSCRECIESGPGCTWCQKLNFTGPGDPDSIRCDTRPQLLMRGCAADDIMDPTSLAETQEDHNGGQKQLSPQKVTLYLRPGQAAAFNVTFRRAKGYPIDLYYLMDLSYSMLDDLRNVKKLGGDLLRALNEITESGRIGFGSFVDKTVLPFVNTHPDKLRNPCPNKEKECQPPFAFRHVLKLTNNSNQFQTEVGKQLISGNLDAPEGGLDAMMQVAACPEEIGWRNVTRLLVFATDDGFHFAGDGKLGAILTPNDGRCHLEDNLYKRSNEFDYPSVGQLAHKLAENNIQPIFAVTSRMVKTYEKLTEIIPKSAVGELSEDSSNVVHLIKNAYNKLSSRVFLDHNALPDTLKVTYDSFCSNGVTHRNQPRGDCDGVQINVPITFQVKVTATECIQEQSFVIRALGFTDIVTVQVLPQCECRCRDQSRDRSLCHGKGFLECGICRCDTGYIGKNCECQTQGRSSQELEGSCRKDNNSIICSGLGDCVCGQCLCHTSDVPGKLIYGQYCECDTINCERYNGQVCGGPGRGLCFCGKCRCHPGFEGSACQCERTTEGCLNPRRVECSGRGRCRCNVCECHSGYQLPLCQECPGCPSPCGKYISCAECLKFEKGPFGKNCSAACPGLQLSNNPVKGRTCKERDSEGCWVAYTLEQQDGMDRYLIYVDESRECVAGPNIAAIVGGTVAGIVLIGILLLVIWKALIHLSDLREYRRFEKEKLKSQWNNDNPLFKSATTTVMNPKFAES
PostGolgi ctrl = yeast control strain growth, post-Golgi counter-screen; hit rate 5% among 98,000; AID 738; inhibition, % at 10 µM; efflux-deficient yeast background strain, growth absorbance A615, 16 h
S1P2 blocker = blocks the human S1P2 receptor; O95136; cell-based S1P2 antagonist assay, inhibition at 5 uM; inhibition, % at 5 µM; hit rate 0.21% among 97,000; AID 736; in the data active = inhibition above about 45%;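 also: CRE beta-lactamase reporter cells expressing human S1P2 stimulated with S1P; 0% = agonist at EC80 alone and 100% = agonist plus reference antagonist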
sEH activator = activators of human soluble epoxide hydrolase; activation, % at 2 µM; purified human sEH enzymatic activity, activator screen; AID 717; hit rate 0.04% among 91,000; in the data active = activation above about 37%; also: values of inactives mirror those of a sister screen read the other way
The depositor's hits bear a star; . = no result given. Rule as the data show it, unless noted: active = inhibition above about 30%; inactive = the rest.

Molecule	Ecoli WT expand	S1P2 ag	PLAP act	sEH inhibitor	PostGolgi yeast	CD11b adhes inh	PostGolgi ctrl	S1P2 blocker	sEH activator
COc1ccc(-c2nnc(NC(=O)c3cc(Cl)ccc3Cl)o2)cc1	1.0	0.2	1	5.0	13.2	-10.7	15.9	-3.4	-1.5
COC(=O)COc1cc(Br)c(/C=C2/SC(=O)N(CC(=O)N3CCCC3)C2=O)cc1OC	-6.0	-2.8	1	-11.9	-3.4	-21.3	27.9	0.2	12.8
Cc1ccc2nc(-c3ccccc3)cc(C(=O)O)c2c1	1.0	-5.9	1.2	4.5	29.2	-3.9	5.0	12.0	-3.1
CN(C)c1ccc(C2C=C(c3ccc(Cl)cc3OC(F)F)Nc3ncnn32)cc1 (stereo not drawn)	-10.0	.	1.2	.	3.1	3.2	31.3*	.	.
O=S(=O)(c1ccc(Oc2ncnc3scc(-c4ccccc4)c23)cc1)N1CCOCC1	-5.0	0.8	1.7	7.5	1.3	14.3	22.4	18.3	-6.5
Cc1ccc(CNC(=O)C2CC(c3cccc([N+](=O)[O-])c3)=NO2)cc1 (stereo not drawn)	9.0	-2.5	0.9	14.0	-0.7	5.6	7.2	-3.0	-13.3
Cc1ccc2c(c1)sc1nc(=O)n(-c3cccc(Cl)c3)c(=O)n12	-3.0	-4.2	1	13.2	-4.5	-14.5	-0.1	1.2	-12.4
CCC(Sc1nc2cc(OC)c(OC)cc2c(=O)n1Cc1ccco1)C(=O)NCCOC (stereo not drawn)	-1.0	17.8*	1.5	11.4	-8.3	-17.0	-3.2	-47.7	-8.8
O=C(Nc1ccc(S(=O)(=O)N2CCCC2)cc1Cl)C1=COCCO1	-1.0	-12.0	0.9	9.4	-0.2	-13.9	18.2	-4.5	-7.5
CC(C)(C)NC(=O)Cn1nnc(-c2ccc(Cl)cc2)n1	-4.0	-2.6	1	1.5	-0.6	1.9	8.9	17.9	-2.9
COc1ccc(CC2CCOC2=O)cc1 (stereo not drawn)	-4.0	1.7	0.9	-1.4	-10.5	-7.4	-4.2	16.3	2.0
COC(=O)Nc1c(C)nn(Cc2ccccc2C)c1C	1.0	0.7	1	7.9	-9.8	-6.4	-7.5	-15.9	-6.9
Cc1ccccc1OCc1nc2c3cnn(C)c3ncn2n1	-18.0	0.6	1.1	3.1	9.2	-2.9	18.4	1.8	-1.8
CCOC(=O)C1=C(Nc2ccc(Br)cc2)CC(C)(O)C(C(=O)OCC)C1c1ccccc1 (stereo not drawn)	-6.0	-3.2	1	4.4	-4.1	-6.5	9.7	28.4	-3.5
CCCc1cc(=O)[nH]c(SCC(=O)N2CCN(c3ccccc3)CC2)n1	-2.0	-3.5	1.1	0.4	3.3	6.3	2.1	-7.7	-2.1
O=S(=O)(NCc1ccccc1)c1ccc(S(=O)(=O)N(Cc2ccccn2)C2CCCC2)cc1	.	-0.6	.	-1.9	.	.	.	-14.6	3.0
COc1ccc(-c2nn(C)c(=O)c3ccccc23)cc1NC(=O)Cn1nc(C)c2ccccc2c1=O	-4.0	3.8	1.4	-1.2	-4.2	-4.0	4.0	-39.6	0.5
N#CCCn1ccc(NC(=O)c2ccc(Cl)cc2)n1	17.0	-8.5	0.9	-8.9	3.1	-0.4	-0.5	-2.5	10.7
Cc1ccc(C)c(NC(=S)NCc2ccc3c(c2)OCO3)c1	4.0	-3.0	1	4.7	-1.4	-18.1	-9.8	14.3	-2.0
Cc1c(NC(=O)c2ccc3c(c2)C(=O)N(CC2CCCO2)C3=O)cccc1C(=O)O (stereo not drawn)	5.0	-5.3	1	5.5	3.0	-29.5	-5.7	7.9	-5.3
Nn1c(SCC(=O)Nc2ccc3c(c2)OCO3)nnc1C1CCCCC1	8.0	-2.3	0.7	-5.7	11.0	-1.0	-1.7	-7.9	8.1
COCCOC(=O)C1=C(N)OC2=C(C(=O)CC(C)(C)C2)C1c1cccnc1 (stereo not drawn)	-2.0	-2.6	0.9	-14.9	-4.7	-49.5	15.9	-10.0	12.8
COc1ccccc1-c1nn2c(-c3ccco3)nnc2s1	6.0	-10.0	1.4	1.9	7.4	-1.4	12.3	-21.5	-0.2
Cc1nn(C)cc1CN(C)C(=O)c1nn2c(c1Cl)NC(c1cccs1)CC2C(F)(F)F (stereo not drawn)	3.0	-6.5	1.6	3.1	3.1	6.8	7.9	-13.5	-3.0
CN(C)S(=O)(=O)c1ccc(C(=O)OCCCN=C2NS(=O)(=O)c3ccccc32)cc1	4.0	-4.7	0.8	.	7.8	-4.6	10.1	-4.8	.
COc1cc(-c2nnc(Cn3cc(C(F)(F)F)ccc3=O)o2)cc(OC)c1OC	0.0	-2.8	1.1	-4.4	10.7	-7.4	-0.6	4.8	5.8
CCc1nc2ccccc2c(C(=O)OCC(=O)NCc2ccco2)c1C	-6.0	-3.5	1.3	-1.8	4.2	-5.2	0.1	7.3	1.3
Cc1ccc(-c2cc(-c3ccccc3)c3c(N)c(S(C)(=O)=O)sc3n2)cc1	-7.0	-7.0	1.7	-17.9	6.1	-0.1	31.1*	30.5	16.8
Cc1nn(Cc2c(F)c(F)c(F)c(F)c2F)c(C)c1NC(=O)c1cccc(COc2ccccc2Cl)c1	0.0	-13.7	0.9	24.5	-11.0	.	4.7	12.9	-20.0
COc1ccc(CC(C)N2CCN(c3ccccc3OC)CC2)cc1OC (stereo not drawn)	-1.0	.	1.5	.	12.5	-10.4	7.1	.	.
O=C1Nc2cc(Cl)c(Cl)cc2N(O)N1c1ccc(Cl)c(Cl)c1	14.0	-0.3	1.1	-5.5	-2.3	2.4	3.0	-3.4	5.1
CC(C)(C)C(=O)/C=c1\[nH]c(=O)/c(=C\c2ccc(F)cc2)s1	0.0	0.1	1.3	-0.2	-9.8	4.3	29.3	-45.9	1.6
CCOc1ccccc1N1CC(C(=O)Nc2nccs2)CC1=O (stereo not drawn)	-9.0	.	0.9	.	4.1	-5.9	6.9	.	.
CCC(C)(C(=O)NC1CCCCC1)N(Cc1ccco1)C(=O)Cc1cccs1 (stereo not drawn)	-3.0	-4.3	1.1	3.5	-11.5	.	2.2	-36.1	-0.7
O=S(=O)(CCc1nc2ccccc2o1)c1ccc(Cl)c(Cl)c1	-15.0	-2.5	0.8	3.6	-5.2	0.4	0.9	8.2	-3.1
CC(=O)Nc1ccc2nc(-c3cccs3)[nH]c2c1	-1.0	-0.8	1	-10.3	8.9	-14.2	-0.5	11.7	10.6
CCS(=O)(=O)N1CCC(C(=O)NCc2ccc(F)cc2Cl)CC1	5.0	-4.8	1	27.2	-3.1	.	-4.4	-1.7	-29.1
Cc1cccc(C(=O)N2CCN(c3ncnc4c3cnn4-c3ccccc3)CC2)c1	.	-9.9	.	-11.2	.	.	.	-11.7	14.8
O=C(CSc1nnc(-c2ccc(O)cc2)n1Cc1ccco1)N1CCc2ccccc2C1	-3.0	-5.1	1.5	4.7	2.0	2.3	3.2	1.4	-2.7
CCCC[N+](C)(C)CCC(=O)NC(C)(C)CS(=O)(=O)[O-]	8.0	-8.8	1	11.4	0.9	-14.2	6.5	8.9	-8.2
Cc1cc(/C([O-])=C(/C(=S)Nc2ccccc2)[n+]2ccccc2)c(C)n1-c1ccccc1	2.0	-4.7	1.4	-2.9	-3.5	-9.7	19.5	-5.3	2.6
CC12CC(c3ccccc3O1)N(C(=O)c1ccco1)C(=S)N2c1ccc(F)cc1 (stereo not drawn)	3.0	-3.5	1	12.8	-6.6	5.1	23.0	-2.2	-11.6
CCn1cc(S(=O)(=O)CC(=O)Nc2ccc(C)cc2)c2ccccc21	-2.0	-1.6	0.9	.	-9.2	0.1	-4.6	-4.9	.
CSc1nnc2c3c4c(sc3c(=O)n(-c3ccccc3)n12)CC(C)(C)OC4	6.0	-3.2	1.1	-2.7	9.0	-8.8	0.3	-27.9	3.1
CCOC(=O)N1CCN(C(=O)c2cc(OC)cc(OC)c2)CC1	-3.0	0.0	1.1	-7.0	13.2	.	1.9	-25.2	6.9
O=C(Cc1ccccc1)Nc1nc2ccccc2s1	.	-4.3	.	-5.9	.	.	.	-8.0	11.4
N#C/C(=C\c1cc(Cl)cc(Cl)c1O)C(=O)NC1CCCCC1	6.0	-6.8	1	11.9	-9.0	5.6	16.6	13.6	-9.8
CCCCNC(=O)C1CCN(Cc2ccccn2)CC1	3.0	-9.8	1	.	0.5	.	3.6	15.3	.
O=C(c1nsnc1-c1ccccc1O)N1CCCCC1	-4.0	-1.2	1.1	-7.6	-5.0	.	11.0	-0.3	7.6
CCCCOC(=O)Nc1nc2ccc(OC)cc2s1	-8.0	1.3	1.6	8.5	-2.5	-12.9	8.0	-12.1	-6.3

Gathered by group: the entries above with fluorine.
Molecule	Ecoli WT expand	S1P2 ag	PLAP act	sEH inhibitor	PostGolgi yeast	CD11b adhes inh	PostGolgi ctrl	S1P2 blocker	sEH activator
CN(C)c1ccc(C2C=C(c3ccc(Cl)cc3OC(F)F)Nc3ncnn32)cc1 (stereo not drawn)	-10.0	.	1.2	.	3.1	3.2	31.3*	.	.
Cc1nn(C)cc1CN(C)C(=O)c1nn2c(c1Cl)NC(c1cccs1)CC2C(F)(F)F (stereo not drawn)	3.0	-6.5	1.6	3.1	3.1	6.8	7.9	-13.5	-3.0
COc1cc(-c2nnc(Cn3cc(C(F)(F)F)ccc3=O)o2)cc(OC)c1OC	0.0	-2.8	1.1	-4.4	10.7	-7.4	-0.6	4.8	5.8
Cc1nn(Cc2c(F)c(F)c(F)c(F)c2F)c(C)c1NC(=O)c1cccc(COc2ccccc2Cl)c1	0.0	-13.7	0.9	24.5	-11.0	.	4.7	12.9	-20.0
CC(C)(C)C(=O)/C=c1\[nH]c(=O)/c(=C\c2ccc(F)cc2)s1	0.0	0.1	1.3	-0.2	-9.8	4.3	29.3	-45.9	1.6
CCS(=O)(=O)N1CCC(C(=O)NCc2ccc(F)cc2Cl)CC1	5.0	-4.8	1	27.2	-3.1	.	-4.4	-1.7	-29.1
CC12CC(c3ccccc3O1)N(C(=O)c1ccco1)C(=S)N2c1ccc(F)cc1 (stereo not drawn)	3.0	-3.5	1	12.8	-6.6	5.1	23.0	-2.2	-11.6

(more compounds)
Molecule	Ecoli WT expand	S1P2 ag	PLAP act	sEH inhibitor	PostGolgi yeast	CD11b adhes inh	PostGolgi ctrl	S1P2 blocker	sEH activator
CC1=C(C(=O)Nc2ccccn2)C(c2ccccc2)n2ncnc2N1 (stereo not drawn)	1.0	-6.3	1.1	2.0	1.0	3.8	22.9	6.6	-4.1
CCCc1nnc(NC(=O)CCC(=O)O)s1	-2.0	-4.7	1.1	-1.1	-7.7	28.3	22.3	4.6	1.7
COc1ccc(C(O)Cn2c(=N)n(CCCN(C)C)c3ccccc32)cc1 (stereo not drawn)	-1.0	.	1.2	.	25.4	-11.7	12.9	.	.
FCCCOc1ccc(-c2ccnc(-c3ccccc3)n2)cc1	-6.0	-5.7	1.2	-10.5	-3.8	4.7	1.6	-12.1	11.1
CCn1c(=O)cc(SCC(=O)N2CCN(c3ccccc3F)CC2)c2ccccc21	-2.0	-7.9	1.3	-14.9	9.9	-1.9	13.1	-4.2	18.2
Clc1cccc(-c2cc3nc4c(c(N5CCOCC5)n3n2)CCCC4)c1	-4.0	.	1.8	.	-1.2	10.8	88.1*	.	.
Cc1cccc(OCCOc2ccc(/C=N/NC(=O)Cc3nnc(N)s3)cc2)c1	-12.0	-2.6	1	2.9	-16.6	-11.3	-5.9	17.5	-5.7
O=C(CSc1ccc(-c2nc3ccccc3[nH]2)cn1)N1CCN(C(=O)c2ccco2)CC1	-9.0	-6.8	1.4	.	-4.0	18.0	-2.6	21.4	.
COc1ccc(C(C(=O)NC2CCCC2)N(C(=O)c2snc(-c3ccc(F)cc3)c2N)c2ccccc2)cc1 (stereo not drawn)	-16.0	-4.9	0.9	-7.4	-13.2	.	-7.3	8.7	9.9
COc1ccc(C2(CCN)CC(C)N(C)CC2C)cc1 (stereo not drawn)	0.0	-1.5	1	1.6	-9.2	9.4	2.7	17.3	-3.7
CC1=CCC2C(=O)N(CCc3c[nH]c4ccccc34)C(=O)C2C1 (stereo not drawn)	.	-4.7	.	3.5	.	.	.	-3.5	-0.7

Compound activity: PubChem, several laboratories
